S1P2 agonist: S1P2 receptor agonists, primary screen, cell-based; activation, % at 4.5 µM; S1P2-expressing cell line, agonist reporter read-out; 97,000 compounds, 0.46% hits; in the data active means activation above about 16%;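 further: 0% = vehicle low control and 100% = maximal reference agonist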
hDAT+cocaine: changed hDAT dopamine uptake under cocaine IC80, either direction, primary screen, cocaine antagonist project, cell-based, LLC-PK1 hDAT, [14C]-dopamine uptake, MLSMR; Sodium-dependent dopamine transporter (Homo sapiens), Q01959; LLC-PK1 hDAT cells, [14C]-dopamine uptake with cocaine IC80; actives deviate in either direction; B-score at 10 µM; 110,000 compounds, 1.3% hits; AID 449768, 2010;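 active means Z score or B-score, a plate-position-corrected score, falls beyond the plate's 99.7% confidence bounds, in either direction; inactive means both scores lie inside the 99.7% bounds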;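 further: scored against the spread of the other compound wells on the same plate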
Target sequence (Q01959 whole entry, looked up): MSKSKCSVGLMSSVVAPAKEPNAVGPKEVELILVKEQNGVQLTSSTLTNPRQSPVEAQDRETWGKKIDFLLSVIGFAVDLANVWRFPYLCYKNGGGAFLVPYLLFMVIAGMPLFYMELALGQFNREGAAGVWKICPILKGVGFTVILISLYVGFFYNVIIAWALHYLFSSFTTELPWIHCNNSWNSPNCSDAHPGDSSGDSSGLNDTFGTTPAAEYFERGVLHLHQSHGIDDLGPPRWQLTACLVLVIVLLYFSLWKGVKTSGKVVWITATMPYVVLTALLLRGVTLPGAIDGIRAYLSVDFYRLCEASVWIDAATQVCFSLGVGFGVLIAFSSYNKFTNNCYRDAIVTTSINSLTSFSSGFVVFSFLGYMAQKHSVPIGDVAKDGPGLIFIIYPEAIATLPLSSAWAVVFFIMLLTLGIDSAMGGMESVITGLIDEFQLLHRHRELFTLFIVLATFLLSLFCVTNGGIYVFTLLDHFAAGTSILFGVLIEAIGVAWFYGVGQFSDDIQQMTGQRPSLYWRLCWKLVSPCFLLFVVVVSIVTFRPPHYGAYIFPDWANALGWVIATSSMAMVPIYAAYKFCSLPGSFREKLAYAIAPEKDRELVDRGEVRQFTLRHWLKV
PostGolgi yeast: phenotypic screen on post-Golgi transport, primary screen | 98,000 compounds, 0.9% hits | post-Golgi transport phenotypic cell assay | AID 739, 2007 | inhibition, % at 10 µM;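 further: yeast cells grown in 1536-well plates; yeast grown about 18 h at 30C before absorbance read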
sEH act: soluble epoxide hydrolase activators, primary screen, biochemical, human sEH. purified human sEH enzymatic activity, activator screen. activation, % at 2 µM. Bifunctional epoxide hydrolase 2 (Homo sapiens), P34913. 91,000 compounds, 0.04% hits. AID 717, 2007; in the data active means activation above about 37%; further: values of inactives mirror those of a sister screen read the other way
CYP2C19 inhib: blockers of cytochrome P450 2C19 activity – biochemical, luminescence, ADME assay, primary screen; CYP2C19 Supersomes, luciferin-H EGE luminescence, 30 min; 96,000 compounds, 21% hits; inhibition, % at 5 µM;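 active means CYP2C19 inhibition above a set limit at 5 µM in the primary screen, cut at about 50% in these data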;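 further: plate controls were negative control wells for no effect and 2.5 mM tranylcypromine positive control for full effect; values of inactives mirror those of a sister screen read the other way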
Target sequence (P33261 whole entry, looked up): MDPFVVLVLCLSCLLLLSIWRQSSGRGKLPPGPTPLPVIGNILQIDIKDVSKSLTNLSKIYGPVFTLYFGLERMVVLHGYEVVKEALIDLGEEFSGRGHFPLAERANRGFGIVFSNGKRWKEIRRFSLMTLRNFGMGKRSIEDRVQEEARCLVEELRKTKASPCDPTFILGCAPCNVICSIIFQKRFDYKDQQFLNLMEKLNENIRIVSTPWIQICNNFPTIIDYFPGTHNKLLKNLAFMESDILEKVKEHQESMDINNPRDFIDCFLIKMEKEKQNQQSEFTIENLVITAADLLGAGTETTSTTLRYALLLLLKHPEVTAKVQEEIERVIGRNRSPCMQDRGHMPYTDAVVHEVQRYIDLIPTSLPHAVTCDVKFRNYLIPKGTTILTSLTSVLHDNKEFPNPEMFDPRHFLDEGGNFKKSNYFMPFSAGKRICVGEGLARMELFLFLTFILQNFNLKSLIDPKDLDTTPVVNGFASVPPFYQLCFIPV
CYP2C19 activ: human CYP2C19 activators, primary screen, biochemical, luminescence | Cytochrome P450 2C19 (Homo sapiens), P33261 | 96,000 tested, under 10 active | recombinant CYP2C19, luciferin-H EGE luminescence; active compounds read high; 0 = fully inhibited enzyme, 1 = untreated enzyme | activation factor at 5 µM;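 active means activation factor of at least 2 at 5 µM in the primary screen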;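 further: 0 = wells with 2.5 mM tranylcypromine and 1 = vehicle-only wells; values of inactives mirror those of a sister screen read the other way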
sEH inhibitor: soluble epoxide hydrolase inhibitors, primary screen, biochemical, human sEH; inhibition, % at 2 µM; recombinant human sEH enzymatic activity assay; 91,000 compounds, 0.34% hits; AID 707, 2007; Bifunctional epoxide hydrolase 2 (Homo sapiens), P34913; in the data active means inhibition above about 80%; further: values of inactives mirror those of a sister screen read the other way; many of its hits are not listed in these tables
S1P2 blocker: human S1P2 receptor antagonists, primary screen, cell-based. 97,000 compounds, 0.21% hits. inhibition, % at 5 µM. cell-based S1P2 antagonist assay, inhibition at 5 uM; in the data active means inhibition above about 45%;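 further: CRE beta-lactamase reporter cells expressing human S1P2 stimulated with S1P; 0% = agonist at EC80 alone and 100% = agonist plus reference antagonist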
PostGolgi ctrl: growth inhibition of yeast control strain, primary screen, counter-screen for post-Golgi transport modulator project; efflux-deficient yeast background strain, growth absorbance A615, 16 h; inhibition, % at 10 µM; 98,000 compounds, 5% hits; AID 738, 2007
Starred values were filed as active, the others as inactive; . = no result given. Unless noted, no stated cut-off is given here; in the data, active means inhibition above about 30%; inactive means the rest.

SMILES	S1P2 agonist	hDAT+cocaine	PostGolgi yeast	sEH act	CYP2C19 inhib	CYP2C19 activ	sEH inhibitor	S1P2 blocker	PostGolgi ctrl
Cc1ccccc1NN1C(=O)C=CC1=O	-4	-1.2	16	15	1	1	-18	6	3
CCN(CC)c1nc(N)c2c(N)n(-c3ccccc3C)c(=S)c(C#N)c2c1C#N	-4	-0.08	-3	0	10	0.9	-3	13	2
O=C(Oc1ccc(N(Cc2cccs2)C2=NS(=O)(=O)c3ccccc32)cc1)c1ccco1	-1	0.88	.	4	.	.	-8	0	.
Clc1ccc(Nc2nc(-c3ccncc3)cs2)cc1	-6	0.37	.	2	.	.	3	-2	.
Cc1cc(-n2c(C)cc(C(=O)COc3ccc4ccc(=O)oc4c3)c2C)no1	-4	0.039	-1	.	9	0.9	.	4	17
Cc1c(C(=O)Nc2c(C)n(C)n(-c3ccccc3)c2=O)oc2ccccc12	-6	0.42	16	-4	0	1	2	-11	9
CCOC(=O)C(CC)Sc1nc(N)c(NC(=O)c2ccc(OC)c(OC)c2)c(=O)[nH]1 (centres undefined)	-3	0.4	-6	14	0	1	-15	-13	22
COCc1cc(C)nc(SCC(=O)Nc2cccc3cccnc23)c1C#N	6	0.82	-5	-6	-18	1.2	6	1	8
Cc1c(NC(=O)CCCCCN2C(=O)C3C4C=CC(C4)C3C2=O)c(=O)n(-c2ccccc2)n1C (centres undefined)	.	0.15	1	.	-15	1.2	.	.	19
O=C1C(C=NCc2ccncc2)=C(O)c2ccccc21	-4	0.36	6	-1	76*	0.2	-4	0	7
O=C(CSc1nc(-c2ccco2)cc(C(F)(F)F)n1)NCC1CCCO1 (centres undefined)	-3	-0.85	-3	-4	71*	0.3	7	1	15
Cn1c(=O)c2c(nc(SCC(=O)N3CCCCCC3)n2C)n(C)c1=O	0	0.9	.	10	.	.	-14	-12	.
O=C(Cc1cccs1)Nc1ccc(NC(=O)c2ccco2)cc1	-3	-0.0057	14	7	13	0.9	-6	-5	1
Nc1nc2n(n1)C(c1ccccc1)CC(c1ccc(F)cc1)N2 (centres undefined)	-4	2.1	1	-8	98*	0	10	23	-4
O=c1c2c(nc3nc(Cc4ccccc4)[nH]n13)CCC2	4	0.019	4	6	8	0.9	0	-7	6
O=C(NC(=S)Nc1ccc2[nH]ncc2c1)c1ccccc1	-10	-0.023	-11	18	99*	0	-16	4	6
CCSC1=C(C#N)C(=O)n2c1cc1c2CCCC1	-9	0.013	11	-8	10	0.9	8	-11	28
CNC(=O)N(c1ccccc1)c1ccccc1	-3	-0.091	-4	-19	4	1	18	-2	12
C/C(=N\OC(=O)c1ccc(C)cc1)c1sc(C)nc1C	-8	0.56	-10	1	0	1	-3	6	3
Cc1cccc(NC2=NC(C)(C)N=C(N)N2)c1C	-2	-0.76	12	12	0	1	-12	14	-3
O=C(NC1CCCc2ccccc21)C1CCN(S(=O)(=O)c2cccc3nsnc23)CC1 (centres undefined)	-3	.	-3	-38	8	0.9	37	27	5
CCn1c(N2CCN(C(=S)NCCc3ccccc3)CC2)nc2ccccc21	-8	0.63	4	-9	56*	0.4	12	-8	31*
CCOC(=O)C1CCN(C(=O)CC2C(=O)N(Cc3ccccc3)C(C)c3nc4ccccc4n32)CC1 (centres undefined)	.	1.5	-2	.	54*	0.5	.	.	4
Cc1ccc(S(=O)(=O)NCC(=O)OCC(=O)Nc2ncc(Cl)cc2Cl)cc1	-4	0.029	-22	-1	26	0.7	1	-2	4
CC(NS(=O)(=O)c1ccccc1)C(N)=O (centres undefined)	-4	-0.6	3	0	-5	1.1	-5	2	11
Cc1cc(C)n(Cc2ccc(Cl)cc2Cl)c(=O)c1S(=O)(=O)c1ccccc1	-7	0.62	-4	-10	44	0.6	11	9	27
O=C(CCC(=O)OCC(=O)c1ccc(-c2ccccc2)cc1)Nc1cccc2cccnc12	-1	1.4	-1	4	8	0.9	-5	-10	3
O=S(=O)(NCCc1ccncc1)c1ccc(S(=O)(=O)N2CCCCCC2)cc1	6	0.088	0	-9	99*	0	8	10	4
CCN(CC)S(=O)(=O)c1ccc2c(c1)c(=O)c(C(=O)N1CCN(c3ccccc3)CC1)cn2C	-9	-0.78	.	4	.	.	-2	14	.
CCCCn1c(SCC(=O)Nc2cc(C)on2)nc2ccsc2c1=O	-4	-0.11	3	.	-11	1.1	.	-6	0
CC(C)Cc1ccc(C(C)C(=O)OCC(=O)c2c[nH]c3ccccc23)cc1 (centres undefined)	-2	0.063	-6	-7	12	0.9	7	-12	12
O=C(Nc1c2c(nn1-c1ccc(F)cc1)CSC2)c1ccc(S(=O)(=O)N2CCOCC2)cc1	-2	0.88	10	18	13	0.9	-16	-2	8
CC(C#N)On1c(SC(C)C#N)nc2ccccc2c1=O (centres undefined)	-6	-1.2	-4	-13	11	0.9	11	3	13
COc1ccc2cc(S(=O)(=O)N3CCN(C)CC3)ccc2c1	-4	1.5	5	-2	.	.	6	3	-3
COc1ccc(C(CNC(=O)c2cc3ccccc3cc2OC)N2CCCC2)cc1 (centres undefined)	-4	.	13	11	4	1	-9	-7	-1
CCCn1c(SCC(=O)c2ccc(CC)cc2)n[nH]c1=O	-6	-0.067	3	-3	0	1	1	-5	2
CCCOC(=O)c1ccc2c(c1)C(=O)N(c1ccccc1)C2=O	-5	-0.049	-8	-1	32	0.7	2	1	-2
Cc1ccccc1NCC(=O)c1ccc(Br)cc1	-1	-1.4	-3	-6	.	.	5	10	3
CC1CC(c2ccccc2)n2nc(NC(=O)c3cccs3)nc2N1 (centres undefined)	0	-0.019	-2	3	7	0.9	-3	19	8
CCS(=O)(=O)c1ccc2c(c1)N(S(C)(=O)=O)CC(C(=O)NCCOC)O2 (centres undefined)	-5	-1.1	1	6	16	0.8	-4	3	8
Nc1c2c(nc3ccc(Br)cc13)N(c1ccccc1)CC2	-1	-0.0095	4	12	89*	0.1	-12	15	10
COc1ccc(COC(=O)C2=C(C)NC(=O)NC2c2ccc(O)c(OC)c2)cc1 (centres undefined)	-8	-0.078	-8	.	70*	0.3	.	9	-4
N#Cc1nc(COc2ccc(-c3ccccc3)cc2)oc1NCc1cccnc1	0	1.1	100*	-6	52*	0.5	5	-36	94*
C1=Nc2c(NCc3ccccc3)ncnc2Oc2ccccc21	-5	0.94	4	8	41	0.6	-13	-12	8
O=C(C1CCCN(S(=O)(=O)Cc2ccccc2)C1)N1CCCCC1 (centres undefined)	-1	-0.39	0	7	12	0.9	-7	-17	1
O=C(CN1CCN(S(=O)(=O)c2ccc(Cl)cc2)CC1)NC(=O)NC1CCCCC1	-8	-0.21	-12	-3	19	0.8	4	6	3
Cc1cccc(NC(=O)Cn2cnc3c(cnn3-c3ccc(F)cc3)c2=O)c1C	.	0.84	-5	.	-19	1.2	.	.	46*
C=CCOC(=O)C1=C(C)NC(SCC(=O)OCC)=C(C#N)C1c1ccc(C)cc1 (centres undefined)	0	-0.065	10	-8	34	0.7	10	3	18
NS(=O)(=O)c1ccc(NC(=O)COC(=O)CCNC(=O)NC23CC4CC(CC(C4)C2)C3)cc1	-2	-0.057	-1	.	30	0.7	.	18	8
O=C(N/N=C/C=C/c1ccccc1)c1ccccc1Br	-2	0.93	-6	-10	22	0.8	11	10	2

(more compounds)
SMILES	S1P2 agonist	hDAT+cocaine	PostGolgi yeast	sEH act	CYP2C19 inhib	CYP2C19 activ	sEH inhibitor	S1P2 blocker	PostGolgi ctrl
CCN(CC)CCCNc1nc2ccccc2[nH]1	-4	1.6	-4	-12	-2	1	11	11	15
CN1C(=O)/C(=C/c2cc(N=Nc3ccccc3)ccc2O)SC1=S	-8	1.2	4	-8	14	0.9	6	-2	25
COc1ccc(C2=NO[C@@H]3C(=O)N(c4ccc(C)cc4C)C(=O)[C@H]23)cc1OC	-2	-0.38	-1	-3	-1	1	3	6	-3
CCCc1nc(S(=O)(=O)Cc2ccc(Cl)cc2Cl)n[nH]1	3	-0.38	-10	18	73*	0.3	-20	-9	11
O=C(O)CC1=C(O)C(=O)N(c2ccccc2)C1c1ccc(Cl)cc1 (centres undefined)	-6	-2.3	-2	-3	33	0.7	3	2	1
COC(=O)C(C)Sc1nnc(-c2ccncc2)o1 (centres undefined)	-2	-0.0071	-4	6	89*	0.1	-3	-4	-6
O=C1CCCc2c1cc(-c1ccccc1)n2-c1ccccc1	-8	0.23	-5	-2	15	0.9	4	8	51*
OCc1ccccc1N=c1ssnc1Cl	-7	1.9	-4	1	-2	1	-3	20	-6
O=S(=O)(NCC(c1cccnc1)N1CCOCC1)c1cccs1 (centres undefined)	-3	0.42	.	5	.	.	-4	-4	.
Cc1cc(C)c[n+](CC(=O)c2cc3ccccc3oc2=O)c1	-10	0.11	-6	-1	-4	1	1	-5	-2
CC(C)OC(=O)Cn1c(=O)oc2ccccc21	0	0.012	-2	6	23	0.8	-6	-14	6
CCOC(=O)CSC1=C(C#N)C(c2ccc(Cl)cc2)CC(=O)N1 (centres undefined)	-1	-0.42	-17	.	96*	0	.	0	8
O=C(c1ccco1)N1C(=O)c2cccc3cccc1c23	-4	0.21	-7	4	14	0.9	1	8	15
Cc1nc2cc(NC(=O)NCc3ccc4c(c3)OCO4)ccc2o1	-6	-0.19	1	-64	16	0.8	66	1	4
COc1ccc(/C=C2\SC(=O)N(CCNC(=O)Cn3cnnn3)C2=O)cc1	-7	1.4	-5	13	54*	0.5	-16	-3	23
O=C(OCCCN=C1NS(=O)(=O)c2ccccc21)C1CC(=O)N(c2ccc(Cl)cc2)C1 (centres undefined)	-3	-0.34	.	8	.	.	-6	0	.
CC(=O)N=c1sccn1CC(=O)c1ccc([N+](=O)[O-])cc1	0	-0.38	10	-11	24	0.8	12	-2	-3
CN1CCN(c2ccc(NC(=O)c3ccc4c(c3)OCO4)cc2)CC1	-2	1.1	-8	0	15	0.9	0	-2	0
Cc1cc([N+](=O)[O-])nn1CC(=O)NCc1cccs1	-4	-0.61	-2	-12	20	0.8	14	9	11
Cc1nonc1NC(=O)OCCN1CCOC1=O	-3	-0.8	2	-7	-2	1	5	11	2

Five entries from above in another layout.
Compound,S1P2 agonist,hDAT+cocaine,PostGolgi yeast,sEH act,CYP2C19 inhib,CYP2C19 activ,sEH inhibitor,S1P2 blocker,PostGolgi ctrl
O=C1CCCc2c1cc(-c1ccccc1)n2-c1ccccc1,-8,0.23,-5,-2,15,0.9,4,8,51*
OCc1ccccc1N=c1ssnc1Cl,-7,1.9,-4,1,-2,1,-3,20,-6
O=S(=O)(NCC(c1cccnc1)N1CCOCC1)c1cccs1 (centres undefined),-3,0.42,.,5,.,.,-4,-4,.
Cc1cc(C)c[n+](CC(=O)c2cc3ccccc3oc2=O)c1,-10,0.11,-6,-1,-4,1,1,-5,-2
CC(C)OC(=O)Cn1c(=O)oc2ccccc21,0,0.012,-2,6,23,0.8,-6,-14,6

Other entries follow:
SMILES	S1P2 agonist	hDAT+cocaine	PostGolgi yeast	sEH act	CYP2C19 inhib	CYP2C19 activ	sEH inhibitor	S1P2 blocker	PostGolgi ctrl
N#CCCN(Cc1cccnc1)S(=O)(=O)c1ccc(S(=O)(=O)NC2CCCCC2)cc1	-7	-0.77	-3	10	59*	0.4	-12	23	4
CCCCOCCCNC(=O)COc1ccccc1	-3	-0.51	-1	16	30	0.7	-18	-7	15
N#CC(C(=O)Nc1ccccc1)=C1Nc2ccccc2N1	3	0.75	2	6	-8	1.1	-7	-22	10
CC(=O)c1ccc(NC(=O)CSc2nccn2CCc2ccccc2)cc1	-1	-0.53	-5	9	53*	0.5	-8	-12	18
O=C(NCc1cccs1)c1cnn2cccnc12	-5	-0.26	-2	0	33	0.7	4	-5	0

Screening data from PubChem.
